Compound activity: PubChem BioAssay, several laboratories
L929 necroptosis = L929 zVAD cell death inhibition; L929 zVAD necroptosis rescue, ATP luminescence, 24 h; with zVAD 60 µM; 0.38% of 220,000 active; viability rescue, % at 10 µM;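 active means activation, scaled between plate controls, above about 75%, limit read from the data; inactive means activation under that limit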;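 further: 0% = zVAD with DMSO and 100% = DMSO alone without zVAD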
EP2 mod = modulates human prostaglandin E2 receptor EP2 signaling; P43116; EP2-expressing cells, cAMP HTRF FRET, PGE2 co-stimulation; induction, % at 25 µM; 0.83% of 260,000 active; AID 940;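 active means compounds whose cAMP rise, as percent of the full-agonist control response, exceeds 60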;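 further: rat C6 glioma line stably carrying human EP2 under a CMV promoter; the protocol text gives 20 µM as final concentration; 100% = response of wells given 1 µM PGE2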
Runt-CBFb FRET = Runt domain-CBFb interaction inhibition; Cerulean-Runt/Venus-CBFb FRET ratio 530/480, 1 h; inhibition, % at 20 µM; 0.46% of 220,000 active; AID 1496;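 active means inhibition over about 50% at 20 µM in the single-dose screen, limit read from the data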;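 further: 0% = DMSO wells and 100% = excess unlabeled CBFb competitor control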
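System: Cerulean-labeled Runt domain protein | Quantity: 100 nM of each labeled protein | Schedule: 1 h compound exposure, room temperature | Detection: Fluorescence energy transfer, 422 nm excitation, 530/480 nm emission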
RBBP9 inhibitor = blocks human serine hydrolase RBBP9; O75884; recombinant RBBP9, FP-Rh probe fluorescence polarization; inhibition, % at 7.94 µM; 0.2% of 220,000 active;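 active means inhibition above the campaign mean of all tested compounds plus 3 SD, cut at about 14% in these data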;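 further: plate controls were DMSO wells with RBBP9 for no effect and wells lacking RBBP9 protein for full effect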
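Assay system: recombinant human RBBP9; Reagent: Serine-hydrolase probe FP-Rh, 375 nM pre-mixing; Doses: 7.94 µM single dose, 0.794% DMSO; Incubation: 30 min then 45 min, 25 °C; Detection: fluorescence polarization (mP), excitation 525 nm, emission 598 nm; Evaluation: percent inhibition from mP, scaled between DMSO and no-protein wells.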
TNF death inh = TNF-alpha cell death inhibition in Jurkat FADD-/- cells | AID 463075 | Jurkat FADD-/- TNF necroptosis rescue, ATP luminescence, 24 h; 0 = TNF only, 100 = no-TNF cells | activation (protection from cell death), % at 10 µM | 0.068% of 220,000 active;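 active means activation, meaning protection from cell death, of at least 50% relative to plate controls; inactive means activation below 50%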;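 further: necroptosis triggered by 40 ng/mL TNF-alpha added together with compound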
Hck-Nef inh = blocks Nef-activated human Hck kinase. P08631. Recombinant Hck-YEEI plus Nef, Z-Lyte FRET kinase assay. inhibition, % at 20 µM. 0.68% of 220,000 active. AID 463187;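 active means Hck-Nef kinase inhibition above about 50%, limit read from the data; inactive means inhibition below that limit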;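 further: 0% = DMSO with Hck plus Nef and 100% = Hck alone without Nef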
Runt-SMMHC FRET = inhibitors of human RUNX1 Runt domain binding to CBFb-SMMHC | Cerulean-Runt/Venus-CBFb-SMMHC FRET ratio 530/480, 1 h | Q01196+Q13951 | inhibition, % at 20 µM | 0.74% of 220,000 active;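 active means mean inhibition across duplicate retests at 20 µM reaching about 50%, limit read from the data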;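 further: 0% = DMSO wells and 100% = wells with excess untagged CBFb-SMMHC; inhibitors lower the FRET ratio by blocking Runt binding to CBFb-SMMHC; some results filed as inactive read as strong as hits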
PERK inh = human PERK inhibition, primary cell-based screen; 0.17% of 220,000 active; Q9NZJ5; CHO PERK-DD fusion, SEAP luminescence translation reporter; inhibition, % at 5.6 µM;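 active means inhibition above the mean inhibition of all tested compounds plus 3 SD, set separately per screening campaign, cut at about 2.9% in these data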;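 further: PERK kinase domain activated by AP20187 dimerizer at 100 nM; 0% = DMSO with dimerizer and 100% = rapamycin at 8.4 µM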
Target sequence (Q9NZJ5 whole entry, looked up, the tested form may be a part): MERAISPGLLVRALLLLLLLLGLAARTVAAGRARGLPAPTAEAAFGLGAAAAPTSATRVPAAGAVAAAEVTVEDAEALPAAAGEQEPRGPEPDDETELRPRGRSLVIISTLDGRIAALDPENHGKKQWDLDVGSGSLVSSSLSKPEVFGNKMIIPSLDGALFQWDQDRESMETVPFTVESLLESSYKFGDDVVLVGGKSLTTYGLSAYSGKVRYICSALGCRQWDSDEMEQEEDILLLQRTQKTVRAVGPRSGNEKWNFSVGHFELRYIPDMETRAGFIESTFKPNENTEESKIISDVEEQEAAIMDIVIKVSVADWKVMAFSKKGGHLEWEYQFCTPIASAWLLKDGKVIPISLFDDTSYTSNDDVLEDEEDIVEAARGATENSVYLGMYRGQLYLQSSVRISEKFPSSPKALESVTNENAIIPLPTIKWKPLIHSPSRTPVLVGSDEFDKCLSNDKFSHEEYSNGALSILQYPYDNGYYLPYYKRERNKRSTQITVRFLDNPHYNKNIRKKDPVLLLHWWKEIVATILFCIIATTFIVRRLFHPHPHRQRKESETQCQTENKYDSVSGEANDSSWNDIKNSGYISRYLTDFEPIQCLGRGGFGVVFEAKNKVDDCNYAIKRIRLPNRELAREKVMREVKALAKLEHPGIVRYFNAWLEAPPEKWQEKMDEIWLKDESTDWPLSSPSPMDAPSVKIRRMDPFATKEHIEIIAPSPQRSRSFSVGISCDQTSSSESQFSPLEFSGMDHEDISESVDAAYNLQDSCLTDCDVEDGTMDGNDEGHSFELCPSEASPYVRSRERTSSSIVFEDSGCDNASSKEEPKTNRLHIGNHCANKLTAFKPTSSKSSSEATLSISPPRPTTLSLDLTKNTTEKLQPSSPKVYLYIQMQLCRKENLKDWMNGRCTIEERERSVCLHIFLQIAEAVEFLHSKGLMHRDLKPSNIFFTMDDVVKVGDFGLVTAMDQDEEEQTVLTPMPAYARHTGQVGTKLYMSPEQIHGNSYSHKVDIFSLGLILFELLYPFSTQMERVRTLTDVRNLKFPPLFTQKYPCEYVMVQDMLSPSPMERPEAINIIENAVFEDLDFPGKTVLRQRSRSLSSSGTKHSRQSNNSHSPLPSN
PGE2 EP2 inh = blocks the human prostaglandin E2 receptor EP2. P43116. C6 glioma cells expressing human EP2, cAMP TR-FRET; cells stimulated with saturating PGE2. inhibition, % at 25 µM. 0.52% of 260,000 active;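 active means percent inhibition above 40 after rounding to a whole number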;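 further: rat C6 glioma host cells with rolipram phosphodiesterase inhibitor present; the protocol text gives 20 µM as final concentration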
* = called active by the depositor; / = no result given. A portion of the library; the hit share may differ from the screen's.

entry	molecule	L929 necroptosis	EP2 mod	Runt-CBFb FRET	RBBP9 inhibitor	TNF death inh	Hck-Nef inh	Runt-SMMHC FRET	PERK inh	PGE2 EP2 inh
1	COc1cc2cc(CN(CCc3ccccc3C)C(=S)NCCCN3CCOCC3)c(=O)[nH]c2cc1OC	1.9	-23	0	-3	-0.5	11	-6	0.0	8
2	COc1ccccc1N(C)S(=O)(=O)c1ccc(C(=O)Nc2ccc(N3CCOCC3)cc2)cc1	2.9	-38	-1	-5	1.0	-1	-2	-0.2	5
3	CCOC(=O)/C=C/C(=O)Nc1nccs1	60	17	6	-7	10.0	0	0	0.7	5
4	Cc1ccc2nc(NC(=O)CSc3ncnc4c3oc3ccccc34)sc2c1	0.4	-9	-3	3	1.0	5	-6	0.5	/
5	C=C(C)CNC(=S)N=Nc1c(O)[nH]c2ccc([N+](=O)[O-])cc12	-1.6	-49	0	0	-1.1	6	2	0.9	5
6	CC(C)C(=O)N=c1sc2cc(F)cc(F)c2n1C	1.0	11	0	-2	-1.7	6	2	2.0	7
7	CC(=O)c1cccc(NC(=O)C(OC(=O)c2cccs2)c2ccccc2)c1 (stereo not drawn)	1.2	6	-5	-5	2.4	-11	1	0.5	6
8	Clc1ccc(Nc2ncnc3ccc(Br)cc23)cc1	0.7	7	-2	-13	-8.7	2	-9	-0.1	11
9	COc1ccc(CN2CCN(CCCCOc3ccc(Cl)cc3)CC2)c(OC)c1OC	1.5	7	0	-8	-1.8	-4	-7	-0.1	2
10	O=c1onc(-c2cccnc2)n1-c1ccccc1F	-1.1	-19	0	-1	0.1	7	1	1.7	9
11	N#CC1=C(N)Oc2n[nH]c(-c3cccs3)c2C1C1CCCCC1 (stereo not drawn)	0.0	-17	1	-9	-0.6	2	-7	-1.5	19
12	C#CCOCCOCCOCCNc1nc(N2CCOCC2)nc(N2CCN(C(=O)Cn3cc(CC(C)O)nn3)CC2)n1 (stereo not drawn)	4.6	24	0	-10	2.4	-7	-4	1.0	3
13	CC1(C)CC2(C)OCCN2C(=S)N1 (stereo not drawn)	0.5	17	0	-9	-1.0	15	1	0.0	5
14	CN(C)C(=O)c1c2c(nc3ccccc13)-c1ccccc1CC2	0.2	22	-3	-5	-2.4	1	-1	0.0	5
15	O=C(c1cc(=O)c2ccccc2o1)N1CCN(c2ccccc2)CC1	-0.3	-43	-1	-3	0.1	12	-2	-0.2	8
16	Cc1ccc(N(Cc2ccc([N+](=O)[O-])cc2)C(=O)c2ccco2)cc1	-0.5	44	0	-4	-3.7	0	1	0.1	-2
17	Cc1ccc(/C=C/C(=O)N2CC(=O)Nc3ccccc32)o1	1.6	11	42	-6	-3.3	25	22	-0.8	-1
18	CCOC(=O)C1=C(C)Nc2ncnn2C1c1cc(OC)ccc1OC (stereo not drawn)	-0.4	4	0	-5	-0.7	0	0	-0.7	8
19	Cc1ccc(Cl)cc1Nc1nc(-c2sc(NC(=O)c3ccccc3)nc2C)cs1	0.4	14	4	4	-1.1	7	6	-0.8	21
20	C=CCN(C(=O)Nc1ccc(Cl)cc1)C1CC(=O)N(c2ccc(OC)cc2)C1=O (stereo not drawn)	0.8	-20	3	0	0.8	5	0	-0.5	/
21	CCCCN1C(=O)C2ON(c3ccccc3C)C(c3ccco3)C2C1=O (stereo not drawn)	-0.3	63*	-2	-1	-4.6	-3	1	-1.6	12
22	CCn1cc(Cl)c(C(=O)Nc2cc(C(=O)OC)cc(C(=O)OC)c2)n1	0.1	-39	-3	5	-1.2	0	2	-0.1	9
23	CC(C)OC(=O)c1cc(C(=O)c2cc(Br)ccc2O)coc1=N	2.9	-15	2	-1	0.0	4	10	-0.1	9
24	Cn1cc(NC(=O)Nc2ccc(C(F)(F)F)cc2)c(C(F)(F)F)n1	1.6	-33	0	-18	3.7	-9	0	3.9*	6
25	CCS(=O)(=O)c1ccc2c(c1)N(S(=O)(=O)c1ccc(C)cc1)CC(C(=O)O)O2 (stereo not drawn)	2.1	-3	-2	2	0.2	6	-1	2.1	6
26	CCn1c2c(c(=N)c3ccccc31)CCC2	-0.8	-27	0	-3	-1.4	12	2	-1.4	5
27	CN(C)CCCN(C(=O)c1sc2ccccc2c1Cl)c1nc2ccc(F)cc2s1	0.1	-36	-2	-8	3.0	-1	0	0.0	11
28	O=C(CSc1nnnn1C1CCCCC1)NCc1ccco1	0.8	-5	2	0	0.9	0	1	-0.2	8
29	O=C(CCl)NC1(C(F)(F)F)C(=O)Nc2c1c(=O)[nH]c(=O)n2-c1ccccc1 (stereo not drawn)	1.2	6	0	-6	1.4	5	0	-0.2	10
30	CCOC(=O)c1c(-c2ccc(-c3ccccc3)cc2)csc1NC(=O)CCN1CCOCC1	3.4	73*	-2	-8	-1.9	-1	-5	-0.3	12
31	N/C(=N\OC(=O)c1ccco1)c1cccc(Br)c1	-0.5	-6	1	-4	0.0	4	3	0.2	3
32	CC1(C)C2CCC1(C)C(OC(=O)CC(=O)O)C2 (stereo not drawn)	-0.1	62*	2	-9	-0.7	0	-4	1.1	17
33	COc1ccc2[nH]cc(C(=O)CN3CCN(C(=O)c4ccco4)CC3)c2c1	0.1	4	1	-10	-4.0	1	0	0.9	13
34	Cc1cc(NC(=O)c2ccc3nc(-c4ccccc4)c(-c4ccccc4)nc3c2)no1	0.1	18	-2	-1	-1.2	3	0	0.0	10
35	Cc1cccc(C)c1NS(=O)(=O)c1ccc(F)cc1	0.0	33	4	-4	2.6	1	8	0.8	5
36	COc1ccccc1-n1cnc2cc(NCc3ccco3)ccc21	0.1	-14	6	5	-8.2	3	7	-1.3	3
37	O=C(NC1CCS(=O)(=O)C1)C1CCCCN1S(=O)(=O)c1ccc(Cl)cc1 (stereo not drawn)	0.2	19	-2	1	-0.3	0	1	0.8	12
38	CN(C)c1ccc(-c2nn3c(-c4ccc(Cl)cc4)nnc3s2)cc1	3.7	14	2	-4	0.1	3	6	0.1	5
39	COc1ccc(NC(=O)CC2C(=O)N(c3ccc(OC)cc3)C(=O)N2Cc2ccc(OC)c(OC)c2)cc1 (stereo not drawn)	3.0	9	2	-2	1.5	6	0	-1.0	4
40	O=[N+]([O-])c1cccc(CSc2nnc(Cc3ccccc3)n2-c2ccc(F)cc2)c1	-0.7	36	-5	-7	2.2	3	0	-0.2	5
41	Cc1ccc(NCCC(=O)c2ccc(Cl)cc2)cc1C	0.2	-17	3	-2	-2.3	1	-4	1.0	7
42	O=C(OCC(O)CN1CCCCC1)C12CC3CC(CC(C3)C1)C2 (stereo not drawn)	-0.1	4	1	-7	0.7	7	-2	0.8	8
43	CCCNC(=O)OC[C@H]1O[C@H](CCO/N=C/C[C@@H]2C=C[C@H](OC(C)=O)[C@@H](COC(C)=O)O2)C=C[C@@H]1Oc1ccc(OC)cc1	-1.0	4	-11	0	-5.5	-9	-9	-0.8	/
44	O=C(O)c1ccc(Nc2nc(-c3cccnc3)nc3ccccc23)cc1	1.9	-3	-1	3	0.6	18	-2	1.6	3
